Compound activity deposited in PubChem BioAssay by several laboratories.
GPR55 antagonists: GPR55 antagonists blocking LPI-driven arrestin recruitment, primary screen, imaging, U2OS, beta-arrestin-GFP, LPI agonist (AID 2013); 290,000 tested, 0.13% active; inhibition, % at 10 µM; hits with a dose series show IC50 in µM; U2OS GPR55 beta-arrestin-GFP translocation imaging, LPI antagonism; higher % means a stronger effect;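 active = spots per cell inhibited over 60%, with over 100 cells counted and total cytoplasm intensity under 500,000; inconclusive = wells with under 100 cells, flagged as likely toxic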;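 note: U2OS cells stably carrying GPR55 and arrestin-GFP stimulated by 5 µM LPI near EC80; imaged beta-arrestin-GFP aggregate spots per cell after agonist stimulation; plate controls were LPI-stimulated DMSO wells for no effect and DMSO wells without LPI for full effect; some results filed as inactive read as strong as hits; confirmed hits need IC50 under 10 µM and bright autofluorescent wells are also inconclusive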
GPR55 activation: GPR55 agonists via beta-arrestin recruitment, primary screen, imaging, U2OS cells, beta-arrestin-GFP redistribution (AID 1961); 290,000 tested, 0.048% active; one-dose activation, % at 10 µM; EC50 in µM for titrated hits; U2OS GPR55 beta-arrestin-GFP redistribution imaging; higher % means a stronger effect;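 active = activation above 40% with more than 50 cells counted in the well; inconclusive = wells holding fewer than 50 cells, flagged as toxic or sparse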;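 note: U2OS osteosarcoma cells stably expressing GPR55 and beta-arrestin-GFP; plate controls were DMSO negative control for no effect and LPI positive control for full effect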
NS5 inhibitors: flavivirus cap methylation enzyme inhibition – biochemical, confirmation dose response, primary screen (AID 588689); Dengue-2 NS5 methyltransferase capping enzyme assay, biochemical; higher % means a stronger effect; inhibition, % at 25 µM; hits with a dose series show IC50 in µM; 340,000 tested, 0.3% active; in the data active = a potency from the dose series; inconclusive = inhibition above about 29% without an active follow-up result
HIV fusion peptide: inhibitors of HIV fusion peptide binding, primary screen, biochemical, uHTS, fluorescence dequenching (AID 1986). 290,000 tested, 0.3% active. cell-free peptide binding, fluorescence dequenching, 30 min; higher % means a stronger effect. inhibition, % at 20 µM, or IC50 in µM where a hit was titrated; in the data active = inhibition mostly above about 52%, no sharp cut-off; inactive = mostly below about 76%; note: some results filed as inactive read as strong as hits
KOR beta-arrestin-1: KOR antagonists, beta-arrestin recruitment, cell-based, luminescence, uHTS (AID 1778) | KOR beta-arrestin recruitment, luminescence, antagonist mode; higher % means a stronger effect | one-dose inhibition, % at 10 µM; IC50 in µM for titrated hits | 290,000 tested, 0.091% active; in the data active = inhibition above about 50%; note: strong numbers were not always called active
KOR beta-arrestin-2: kappa opioid receptor activators – cell-based, luminescence, uHTS, primary screen (AID 1777) | KOR beta-arrestin recruitment, luminescence; higher % means a stronger effect | one-dose activation, % at 10 µM; EC50 in µM for titrated hits | 280,000 tested, 0.02% active; in the data active = activation above about 50%, passing the limit was not always enough; note: a part of the inactive calls stands beside numbers as strong as those of hits
GPR35 antagonists: inhibition of zaprinast-stimulated GPR35 beta-arrestin translocation – imaging, U2OS, beta-arrestin-GFP, zaprinast agonist, primary screen (AID 2058); U2OS GPR35 beta-arrestin-GFP translocation imaging, zaprinast antagonism; higher % means a stronger effect; inhibition, % at 10 µM, or IC50 in µM where a hit was titrated; 290,000 tested, 0.052% active;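 active = inhibition of at least 50% with at least 30 cells and total cytoplasm GFP at most 10,000,000; inconclusive = under 30 cells or total GFP of 10,000,000 plus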
West Nile virus CPE: inhibition of WNV-induced cytopathic effect – cell-based, CPE readout (AID 1621) | one-dose CPE inhibition, % at 10 µM; IC50 in µM for titrated hits | 290,000 tested, 0.02% active | West Nile virus-infected cells, CPE inhibition; higher % means a stronger effect; in the data active = a potency from the dose series; inconclusive = CPE inhibition mostly from about 3.7% at the one dose, without a potency; inactive = the rest, 99 in 100 with CPE inhibition below about 2.2%; note: strong numbers were not always called active
NOD1 inhibition: inhibition of NOD1-driven NF-kB reporter – cell-based, luminescence, uHTS, primary screen (AID 1578); NOD1-driven NF-kB luciferase reporter cells, luminescence; higher % means a stronger effect; inhibition, % at 4 µM; hits with a dose series show EC50 in µM; 290,000 tested, 1% active; in the data active = inhibition mostly above about 36%, no sharp cut-off; inactive = mostly below about 34%;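 note: HEK-293T reporter cells stimulated with the NOD1 agonist gamma-tri-DAP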
NS5 inhibitors pilot replicate: further read-out of NS5 inhibitors, marked with its call; inhibition, %; measured here: pilot screen replicate inhibition
The depositor's hits bear a star; ? = inconclusive; / = no result given; [ ] = another dose, or the depositor's remark. An excerpt (hit frequency here may not be typical).

SMILES	GPR55 antagonists	GPR55 activation	NS5 inhibitors	HIV fusion peptide	KOR beta-arrestin-1	KOR beta-arrestin-2	GPR35 antagonists	West Nile virus CPE	NOD1 inhibition	others
O=C(NC1CC2CCCC(C1)N2C(=O)Nc1ccc(F)cc1)c1ccccc1 (centres undefined)	2%	0.0%	-8%	0.0%	-56%	3.6%	3%	-0.7%	35%
O=c1oc(Nc2cccc(Cl)c2)nc2ccccc12	-6%	-0.1%	-13%	1.2%	-119%[20 µM]	1.8%	1%	-0.2%	-56%
O=C(c1cc2sccc2n1Cc1ccc(F)cc1)N1CCN(c2nc3ccccc3s2)CC1	-5%	-0.3%	-2%	2.6%	-10%	20%	-7%	1.0%	6%
CSCC(=O)N1CCCC(CNC(=O)c2ccc(-c3ccccc3)cc2)C1 (centres undefined)	5%	-0.2%	-3%	-0.3%	-11%[20 µM]	-2.9%	-11%	-1.2%	8%
COC(=O)CSc1nc(NC(C)C)nc(N(C)C)n1	-2%	-0.3%	-5%	3.0%	-33%	2.8%	-1%	/	-22%
Cc1c(Cl)c([N+](=O)[O-])nn1CCCC(=O)Nc1cc(Cl)ccc1Cl	1%	-0.3%	2%	-0.9%	18%	-4.7%	-6%	0.3%	-25%
Cc1cc2n(n1)C(c1cccs1)Nc1ccccc1-2 (centres undefined)	2%	0.6%	-3%	2.4%	16%	-0.9%	-2%	0.1%	-9%
NC(=O)C1CCN(c2ccc(C(F)(F)F)cc2[N+](=O)[O-])CC1	7%	-0.3%	2%	0.0%	20%	-0.2%	4%	0.1%	6%
CCn1cc(Br)c(C(=O)Nc2cccc(SC)c2)n1	9%	0.2%	-2%	-2.1%	10%	-1.1%	5%	-0.1%	-18%
O=CNC1CCCc2c1[nH]c1ccc(Cl)cc21 (centres undefined)	5%	0.2%	1%	0.4%	6%	-4.6%	9%	-1.8%	-31%
COc1cc(C(=O)OCC(=O)Nc2cc(-c3cc(C)c(C)cc3C)nn2-c2ccccc2)cc(OC)c1OC	11%	-0.2%	-1%	1.6%	26%	1.7%	-6%	-0.7%	-15%
COc1ccccc1OCC(=O)N/N=C/c1cccc2cccnc12	-3%	-0.1%	2%	3.4%	-8%	-4.2%	0%	-0.8%	-9%
COc1cccc(CNC(=O)Cn2c(=O)oc3ccccc32)c1OC	-6%	0.1%	-3%	0.7%	-14%	0.5%	12%	0.2%	-6%
O=C(NN1C(=O)C2C3C=CC(O3)C2C1=O)c1cccc(Br)c1 (centres undefined)	1%	-0.2%	2%	-0.7%	-4%	-1.2%	-4%	0.2%	-46%
Cc1nc(NC(=O)CN(C)S(=O)(=O)c2ccc(Cl)cc2)sc1C	7%	-0.1%	-4%	-2.0%	15%	-7.3%	6%	-1.0%	-1%
O=C(c1ccco1)N(Cc1ccc(Cl)cc1)Cc1ccco1	12%	0.0%	-4%	-1.3%	18%	-1.3%	-1%	0.2%	-4%
COc1ccccc1Nc1ccc([N+](=O)[O-])cn1	4%	-0.1%	/	-2.1%	0%	-4.7%	12%	0.0%	-43%
CCN1CCCc2cc(CN(CCN3CCOCC3)C(=O)Nc3ccc(C)c(C)c3)ccc21	1%	0.2%	-2%	-0.2%	-4%	-5.5%	2%	0.1%	-5%
O=C(Nc1nccs1)c1ccc2c(=O)n3c(nc2c1)CCCCC3	-7%	-0.2%	-5%	2.4%	16%	-4.4%	-7%	1.5%	-25%
CCCc1nc2ccc(NC(=O)c3ccco3)cc2c(=O)n1Cc1ccc(Cl)cc1	2%	-0.1%	-5%	0.0%	-43%	2.2%	10%	-1.2%	68%
CCCn1c(C)cc(/C=C(\C#N)C(=O)OCC(=O)Nc2cccc(OC)c2)c1C	0%	0.1%	1%	10%	9%	1.9%	-14%	-0.3%	-6%
CNc1nc(SCc2ccc(C)cc2)nc2c1CCCC2	0%	0.0%	3%	-0.9%	18%	18%	-14%	-0.2%	33%
COc1ccccc1N1C(C)=CC(=C(C#N)c2nc3ccccc3s2)C=C1C	10%	0.1%	?	26%	19%	-2.4%	9%	-0.6%	31%
O=C(O)CNC(=O)c1ccc(N2CCOCC2)cc1[N+](=O)[O-]	10%	-0.2%	-5%	0.1%	-12%	-3.1%	-6%	-0.4%	-35%
CCC(=O)Nc1cc(C(=O)O)ccc1Sc1ccccc1	7%	0.9%	-3%	0.9%	6%	-4.7%	6%	0.4%	-22%
CCCC1Nc2ccc(C(=O)O)cc2C2C=CCC12 (centres undefined)	-5%	-0.1%	11%	50%	-13%	7.7%	-9%	0.3%	33%
COCC(=O)N=Nc1c(O)[nH]c2ccccc12	0%	0.1%	-5%	-0.5%	-25%	3.5%	-4%	0.1%	36%
O=C(Nc1nc(-c2ccccc2)cs1)c1ccc(N2CCOCC2)c([N+](=O)[O-])c1	30%	-0.1%	4%	-3.0%	-9%	-0.6%	-11%	?	104%*
CC(C)CC(NC(=O)c1ccc(Cl)cc1)C(=O)O (centres undefined)	-14%	-0.2%	-6%	5.6%	7%	-6.1%	5%	0.6%	18%
CCCC(=O)c1cc2cc(Cl)ccc2oc1=O	26%	-0.1%	-4%	3.5%	-10%	-3.3%	3%	-0.1%	-22%

Filtered by structure: those above with fluorine.
SMILES	GPR55 antagonists	GPR55 activation	NS5 inhibitors	HIV fusion peptide	KOR beta-arrestin-1	KOR beta-arrestin-2	GPR35 antagonists	West Nile virus CPE	NOD1 inhibition	others
O=C(NC1CC2CCCC(C1)N2C(=O)Nc1ccc(F)cc1)c1ccccc1 (centres undefined)	2%	0.0%	-8%	0.0%	-56%	3.6%	3%	-0.7%	35%
O=C(c1cc2sccc2n1Cc1ccc(F)cc1)N1CCN(c2nc3ccccc3s2)CC1	-5%	-0.3%	-2%	2.6%	-10%	20%	-7%	1.0%	6%
NC(=O)C1CCN(c2ccc(C(F)(F)F)cc2[N+](=O)[O-])CC1	7%	-0.3%	2%	0.0%	20%	-0.2%	4%	0.1%	6%

(further entries)
SMILES	GPR55 antagonists	GPR55 activation	NS5 inhibitors	HIV fusion peptide	KOR beta-arrestin-1	KOR beta-arrestin-2	GPR35 antagonists	West Nile virus CPE	NOD1 inhibition	others
CS(=O)(=O)N1CCN(C(=O)Cc2ccc([N+](=O)[O-])cc2)CC1	-9%	0.0%	-5%	-1.1%	-19%	4.7%	-1%	-0.2%	-34%
COc1cc(C(=O)Nc2ccc(NC(=O)C3CCCCC3)nc2)cc(OC)c1OC	18%	0.2%	0%	-0.1%	-40%	1.6%	-8%	-0.3%	-23%
CCOC(=O)c1cccc(N/C=C/C(=O)c2ccc(OC)c(OC)c2)c1	-1%	0.2%	-8%	-2.9%	15%	-4.1%	5%	0.3%	-4%
O=C(CCc1nc2ccccc2[nH]1)Nc1ccc(F)cc1	8%	0.2%	-7%	1.4%	36%	-2.2%	0%	-0.3%	-17%
CC(=O)c1ccc(NC(=O)CN2C(=O)/C(=C/C(C)=C/c3ccccc3)SC2=S)cc1	-4%	1.3%	-4%	5.1%	-24%	2.1%	2%	-0.1%	-9%
O=C(NCc1ccco1)C1CCC(N2C(=O)c3ccccc3C2=O)CC1 (centres undefined)	-7%	-0.1%	-6%	-0.4%	-10%	-3.4%	1%	-0.3%	-24%
COC(CNC(=O)c1ccc(CS(=O)(=O)c2ccc(C)cc2)o1)OC	-6%	-0.1%	3%	-1.7%	31%	-5.8%	1%	-0.8%	5%
CCOC(=O)C1CCCN(C(=O)/C=C/c2ccc([N+](=O)[O-])cc2)C1 (centres undefined)	-12%	-0.3%	2%	-1.4%	31%	-3.3%	-6%	0.9%	-20%
Cc1ccc(C(=O)OCC(=O)NC2CCCCC2)o1	-7%	0.3%	-4%	0.9%	-34%	1.6%	-4%	1.3%	-47%
Cc1ccccc1-c1nc2ccccc2o1	13%	0.3%	-3%	-0.7%	17%	-3.5%	18%	-0.2%	-14%
COc1ccc(C(O)(c2ccccc2OC)C(CN2CCOCC2)c2ccccc2)cc1 (centres undefined)	10%	0.3%	-5%	0.6%	8%	-2.7%	-4%	-0.9%	-22%
CC[C@@H](C)C(NC(=O)OC(C)(C)C)c1cn([C@@H](Cc2ccc(O)cc2)C(=O)N2CCN(C(=O)OC(C)(C)C)CC2)nn1 (some centres undefined)	-7%	0.6%	-1%	-0.3%	12%	0.5%	-7%	0.0%	-7%
CC(C)(C)C(=O)CSc1ncnc2c1cnn2Cc1ccccc1	2%	-0.1%	2%	1.3%	-8%	1.3%	0%	-0.8%	-9%
COc1ccc(-n2nnnc2SCC(=O)c2ccc3c(c2)OCCO3)cc1	-6%	-0.4%	2%	-3.8%	8%	-6.3%	17%	0.3%	12%
COC(=O)c1ccc(OCC(O)CN2C(=O)NC(C)(C)C2=O)cc1 (centres undefined)	-11%	-0.2%	1%	0.4%	-15%	-2.0%	-1%	0.1%	-13%
CC(C)OC(=O)CC1C(=O)NCCN1C(=S)NC(=O)c1ccccc1 (centres undefined)	4%	-0.1%	-3%	-0.7%	-2%[20 µM]	-6.4%	8%	1.1%	-19%
O=C(NCCc1ccc(F)cc1)c1ccncc1	20%	0.0%	-11%	1.8%	13%	-4.4%	1%	-0.2%	-39%
CCCC(=O)Nc1cc(Cl)ccc1N1CCN(C(=O)CC)CC1	3%	-0.1%	0%	-0.9%	-14%	-3.3%	14%	-0.1%	-18%
Cc1ccc(C(C(=O)NC(C)(C)C)N(Cc2ccc3c(c2)OCO3)C(=O)c2ccc(CN3CCOCC3)o2)o1 (centres undefined)	0%	0.5%	-8%	-0.9%	6%[20 µM]	-3.0%	-19%	-1.0%	-16%
NC(N)=N/N=C/c1cc([N+](=O)[O-])ccc1O	-2%	-0.2%	-4%	1.4%	-11%	-6.4%	18%	-0.2%	-36%
CCN(CC)c1ccc(/C=N/NC(=O)c2cccc(S(=O)(=O)N3CCOCC3)c2)c(O)c1	10%	-0.1%	-28%	-0.5%	-11%[20 µM]	-3.9%	-13%	?	39%
Cc1ccc(S(=O)(=O)NC2=NCCCCC2)cc1	0%	0.7%	2%	1.2%	-22%	1.1%	-1%	-0.1%	-19%
Nc1nonc1-c1noc(CCCN2C(=O)c3ccccc3C2=O)n1	5%	-0.1%	2%	-1.8%	-20%	8.1%	-10%	0.5%	4%
O=S(=O)(CCN1CCSCC1)c1ccccc1	-1%	-0.2%	2%	-1.9%	3%	1.1%	-3%	0.8%	-13%
Cc1cc(C)c(C(=O)NCCCN2CCOCC2)c(C)c1	4%	-0.1%	3%	2.2%	-32%[20 µM]	-8.3%	-1%	0.2%	-10%	NS5 inhibitors pilot replicate=4.2
Cc1ccc(S(=O)(=O)N(C(=O)c2ccco2)c2cc3sc(=O)oc3c3ccccc23)cc1	0%	0.7%	9%	45%	-22%	4.2%	-30%	0.7%	16%
